TrxR1 substrate = substrates of rat thioredoxin reductase 1 | O89049 | purified TrxR1 substrate turnover, NADPH consumption readout | Potency, µM (top dose mostly 114 µM), inactives show top-dose activity change, negative = substrate turnover | 0.01% of 390,000 active | AID 588456; note: potency is the fitted concentration of half-maximal effect; % is set by controls: 0 for no effect and ±100 for the full control effect; nearly all actives have a fitted effect of over 50% in size
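Rat TrxR1, dispensed at 90 nM, was prereduced with 400 uM NADPH (final) for 5 min at ~22 deg C, then incubated with compound 15 min before 400 uM selenite. A first-read NADPH fluorescence drop versus no-compound background flagged substrates.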
LDHA inh = LDHA (human) enzyme inhibition; P00338; purified LDHA, NADH/diaphorase-resazurin fluorescence; active compounds read low; activity change, % (values are at about 110 or 230 µM); 0.15% of 480,000 active; in the data active = activity change below about -30%; inconclusive = mostly about -25% to -30%;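 note: plate controls were DMSO wells for no effect and wells without enzyme for full effect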
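Remaining NADH was detected by diaphorase (0.133 mg/mL) converting 37 µM resazurin to fluorescent resorufin, read at 0 and 20 minutes. The preceding 5-minute room-temperature reaction used 2 nM LDHA, 0.2 mM sodium pyruvate and 0.06 mM NADH at pH 7.4.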
Glioma ERSR ind = inducers of ER stress response in human glioma cells; Potency, µM, without a hit: at the highest dose activation, actives largely listed as activators; AID 602332; U87-MG GRP78 promoter luciferase reporter, 16 h; 0.02% of 420,000 active; note: potency is the fitted concentration of half-maximal effect; series mostly up to about 76 µM; % of control where 0% means no effect; nearly all actives have a fitted effect of over 35% in size
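ERSR induction read as luciferase luminescence (Bright-Glo, 10 min at room temperature) in stably transfected human U87-MG glioma cells exposed to compounds for 16 h, using GRP78 as sensor.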
Vif-APOBEC3F blk = inhibitors of Vif-A3F interaction; HeLa A3F-eYFP + Vif (tagged APOBEC3F with the HIV-1 protein that degrades it), YFP fluorescence increase; Potency, µM (doses to about 46.1 µM), inactives show at the top dose activity, negative = active; 0.2% of 390,000 active; note: potency is the fitted concentration of half-maximal effect; % of control where 0% means no effect; nearly all actives have a fitted effect of over 65% in size
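HeLa cells stably expressing Vif plus C-terminally eYFP-tagged A3F were seeded, incubated overnight at 37 deg C, dosed with compound, incubated overnight again at 37 deg C. Yellow fluorescence (Ex 488/Em 500-530) reported blocked Vif-mediated A3F-eYFP degradation.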
PI4K2A inh = blocks human PI4K2A kinase activity; activity change, negative = inhibition, % at 76.9 µM; 0.13% of 420,000 active; AID 1346378; purified PI4K2A, ADP-Glo luminescence, 1 h; active compounds read low; in the data active = activity change below about -50%; inconclusive = mostly about -30% to -49%;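 note: -100% = wells without enzyme as full effect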
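Compounds are screened against recombinant PI4K2A using PI as substrate and ATP, the latter dispensed at 300 microM. Reactions run one hour at ambient temperature before ADP-Glo detection; full inhibition defined by wells lacking enzyme.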
Vif-APOBEC3G blk = blocks the Vif interaction with human APOBEC3G; 0.076% of 410,000 active; AID 602310; HeLa A3G-eYFP + Vif (tagged APOBEC3G with the HIV-1 protein that degrades it), YFP fluorescence, overnight; Potency, µM (highest dose often 46.1 µM), for the others: top-dose activity, negative = active, actives largely listed as inhibitors; Q9HC16;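 note: potency is the fitted concentration of half-maximal effect; % is set by controls: 0 for no effect and ±100 for the full control effect; nearly all actives have a fitted effect of over 60% in size; hits raise eYFP signal because A3G escapes Vif-driven loss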
Target sequence (Q9HC16 whole entry, looked up): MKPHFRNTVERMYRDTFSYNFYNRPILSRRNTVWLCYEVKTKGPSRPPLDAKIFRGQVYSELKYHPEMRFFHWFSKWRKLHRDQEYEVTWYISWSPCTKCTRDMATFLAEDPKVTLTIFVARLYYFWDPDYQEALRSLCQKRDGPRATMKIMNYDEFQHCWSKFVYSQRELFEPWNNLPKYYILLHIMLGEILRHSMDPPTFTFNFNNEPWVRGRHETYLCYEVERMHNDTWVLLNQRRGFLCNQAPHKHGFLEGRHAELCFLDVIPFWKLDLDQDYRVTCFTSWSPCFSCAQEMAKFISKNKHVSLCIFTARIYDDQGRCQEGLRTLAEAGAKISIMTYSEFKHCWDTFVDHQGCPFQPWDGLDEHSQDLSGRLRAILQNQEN
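Read-out is eYFP fluorescence (Ex 488/Em 500-530) from Vif-expressing HeLa A3G-eYFP cells; more signal means A3G escaped Vif-mediated degradation. Cells plated overnight, compound pinned in, incubated overnight at 37 deg C.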
RXFP1 ag = activates the human relaxin receptor RXFP1; Q9HBX9; Potency, µM (titrated, usually from 57.5 µM), inactives show at the top dose activation, usual class: activators; AID 2676; 0.3% of 370,000 active; HEK293T-RXFP1 cAMP TR-FRET, 30 min; response scale: percent of porcine relaxin response, buffer zero; note: potency is the fitted concentration of half-maximal effect; % is set by controls: 0 for no effect and ±100 for the full control effect; nearly all actives have a fitted effect of over 60% in size; many of its hits are not listed in these tables
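cAMP rise read by TR-FRET after 30 min, 37C compound exposure (up to 58 uM) in RXFP1-transfected HEK293 cells with Ro 20174 present. EC50 from Hill-equation fits, with 29 nM porcine relaxin as 100% and buffer as basal.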
USP1 inh = USP1/UAF1 (human) deubiquitinase inhibition; 0.23% of 390,000 active; recombinant USP1/UAF1, Ub-Rhodamine cleavage fluorescence; Potency, µM (titrated, usually from 57.1 µM), without a hit: at the top dose activity change, negative = inhibition, hits mostly inhibitors; O94782; note: potency is the fitted concentration of half-maximal effect; % is set by controls: 0 for no effect and ±100 for the full control effect; nearly all actives have a fitted effect of over 60% in size; inactives centre near -12
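Step one: compound is pinned into 1nM USP1/UAF1 in HEPES pH 7.8 buffer with TCEP. Step two: 15 min room-temperature incubation. Step three: Ub-Rho (150nM final) starts cleavage, tracked by fluorescence over six one-minute reads.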
mIDH1 inhibitor = blocks human mutant IDH1 R132H enzyme; 0.093% of 390,000 active; IDH1-R132H enzyme, NADPH consumption, diaphorase/resazurin fluorescence; Potency, µM (top dose mostly 76.6 µM), without a hit: at the highest dose activity change, negative = inhibition, hits mostly inhibitors; note: potency is the fitted concentration of half-maximal effect; % is set by controls: 0 for no effect and ±100 for the full control effect; nearly all actives have a fitted effect of over 65% in size
Target sequence (O75874 whole entry R132H, stated change not applied): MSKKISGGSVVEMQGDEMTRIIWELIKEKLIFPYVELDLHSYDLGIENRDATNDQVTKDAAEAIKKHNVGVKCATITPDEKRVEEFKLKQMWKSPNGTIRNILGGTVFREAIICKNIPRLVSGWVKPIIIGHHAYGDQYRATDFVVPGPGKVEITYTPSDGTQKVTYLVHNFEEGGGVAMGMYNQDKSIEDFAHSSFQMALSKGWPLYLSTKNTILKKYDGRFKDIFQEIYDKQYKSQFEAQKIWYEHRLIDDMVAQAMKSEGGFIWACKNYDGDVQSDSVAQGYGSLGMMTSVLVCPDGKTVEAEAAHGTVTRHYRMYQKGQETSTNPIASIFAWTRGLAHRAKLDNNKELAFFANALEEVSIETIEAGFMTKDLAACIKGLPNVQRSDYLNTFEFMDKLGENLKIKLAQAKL
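IDH1-R132H (0.5 ug/mL) preincubated 30 min with compound, then NADPH (0.016 mM) and alpha-KG (2 mM) added; 80 min at RT, pH 7.5. Remaining NADPH coupled via diaphorase/resazurin to fluorescence (540/590 nm); concentration-response curves normalized to no-enzyme control.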
The depositor's hits bear a star; ? = inconclusive; · = no result given; [ ] = remark or other dose. Unless noted, calls come from the whole dose curve; as a rule, active = well fitted curve in the direction sought with a large enough effect; inconclusive = small, poorly fitted or top-dose-only effect, or another doubt; inactive = no such curve, though single readings can be large; an effect the other way counts as inactive or inconclusive. These rows are one share of the data; count on the stated rates, not on these rows.

SMILES	TrxR1 substrate	LDHA inh	Glioma ERSR ind	Vif-APOBEC3F blk	PI4K2A inh	Vif-APOBEC3G blk	RXFP1 ag	USP1 inh	mIDH1 inhibitor
CCCn1c(=N)n(CC(O)COc2ccccc2OC)c2ccccc21 (centres undefined)	118.6%[activator]	-10.2	-2.9%	0.6%	1.2	-8.3%	-0.1%	-23.9%	6.2%
COc1ccc([N+](=O)[O-])cc1NC(=O)CC1SC(=Nc2cccc(C)c2C)N(/N=C(\C)c2ccc(C)cc2)C1=O (centres undefined)	-7.5%	-3.3	-4.3%	-11.6%	-2.9	-0.2%	-2.1%	-0.5%	2.6%
CC1CN(C(=O)c2cc(-c3ccncc3)nc3ccccc23)CC(C)O1 (centres undefined)	4.5%	1.0	-2.5%	3.2%	-2.5	0.6%	0.3%	-20.9%	9.9%
COc1cc(/C=N\NC(=O)c2ccccc2F)ccc1Oc1ccc([N+](=O)[O-])cn1	9.3%[57.1 µM]	-7.5	-4.9%	-10.2%	-1.7	?	0.0%	-4.8%	-2.6%
COc1ccc(S(=O)(=O)NCC(c2cccnc2)N2CCN(c3ccccc3)CC2)cc1C (centres undefined)	1.1%	0.7	-3.7%	2.3%	-4.9	5.1%	1.4%	-10.1%	0.1%
CC12CC(NC(=O)N1Cc1ccccc1)c1ccccc1O2 (centres undefined)	-0.6%	-12.7	-2.1%	5.1%	5.1	-0.5%	-1.2%	-15.6%	7.2%
Cc1ccc(NC(=O)NC(=O)CN2CCC(C(N)=O)CC2)c(C)c1	-3.4%	-5.5	0.7%	-1.2%	-1.8	1.1%	1.9%	5.3%	-5.3%
O=C(O)CCC(=O)N1N=C(c2ccc(Br)cc2)CC1c1cccs1 (centres undefined)	3.9%	-7.2	-1.9%	0.2%	-0.5	-6.0%	9.4%	-6.3%	1.8%
COc1ccc2[nH]cc(S(=O)(=O)c3ccc(F)cc3)c(=O)c2c1	-13.0%	-3.2	-3.4%	-10.2%	-2.5	-5.9%	0.0%	?	8.9%
COC(=O)[C@H]1C[C@@H]1[C@H](NC(=O)c1cccnc1)c1ccccc1	0.7%	-2.6	-5.6%	4.4%	0.8	-5.6%	·	-14.7%	-0.1%[38.3 µM]
O=C(c1cccs1)N1C[C@@H](O)[C@H](n2cc(C3CC3)nn2)C[C@@H]1c1ccc(Cl)cc1	·	-1.9	-6.5%	-3.8%	-1.0	-3.3%	·	-16.9%	4.2%
O=C(O)CCN1C(=O)CC2(CCCCC2)C1=O	-6.6%	-6.3	-3.5%	9.7%	5.3	0.5%	-0.4%	-4.9%	11.2%
CCCC1=Nc2cc(C(=O)NC(C)c3ccccc3)ccc2Sc2ccc(C)cc21 (centres undefined)	0.5%	-2.0	-0.7%	-3.2%	-5.7	-26.5%	1.8%	-23.8%	-6.5%
Cc1cc(C)cc(NC(=O)CSc2nnc(Cc3cccn3C)n2-c2ccc(F)cc2)c1	8.2%[57.1 µM]	0.2	-3.8%	4.1%	0.6	-6.5%	0.2%	-14.3%	1.3%
O=C(NC12CC3CC(CC(C3)C1)C2)N1CCN(c2ccccn2)CC1	15.3%	-7.8	-0.1%	-1.4%	0.7	-0.3%	0.1%	-12.2%	6.8%
O=C(NCc1ccc(F)cc1)C(=O)NCC1OCCN1C(=O)c1ccc(Cl)cc1 (centres undefined)	1.7%[57.1 µM]	-2.6	-6.5%	1.6%	-3.2	-2.8%	3.4%	-4.7%	6.2%
O=C(COC(=O)CNC(=O)c1ccc(Cl)cc1)Nc1ccc2c(c1)OCCO2	3.1%	-3.4	-3.6%	4.3%	-4.6	-0.3%	0.7%	-14.1%	4.3%
Cc1ccc(C2(C(F)(F)F)NC(=O)N3C(=C2C#N)Nc2ccccc23)cc1 (centres undefined)	12.2%	-4.1	-5.5%	-1.1%	2.6	1.3%	-0.7%	-6.3%	-2.8%
CN1CCN(CCNC(=O)Nc2ccccc2[N+](=O)[O-])CC1	1.6%	-7.3	2.8%	1.1%	11.5	-0.1%	3.4%	-13.7%	-6.3%
O=[N+]([O-])c1ccc(/C=N/NC(=S)Nc2ccc(Cl)cc2Cl)s1	4.0%	-2.8	-0.3%	0.3%	-6.6	?	0.0%	-27.4%	0.1%
COc1cc2ccccc2cc1C(=O)N1CCN(C(C)=O)CC1	3.6%	-9.5	-4.4%	-4.0%	1.9	1.4%	-1.5%	-18.3%	-12.2%
O=C(CSc1c2c(nc3ccc(Cl)cc13)CCCC2)N1CCN(c2cccc(Cl)c2)CC1	0.0%	-0.2	-6.0%	-1.1%	-0.6	-3.3%	0.4%	7.9%	-2.4%
N#Cc1c(Nc2ccccc2)sc(C(=O)C2CC2)c1N	-4.8%	-2.6	-4.1%	1.2%	-3.7	-2.9%	-0.3%	-5.4%	-11.6%
Cc1ccc(C)c(N2CCN(C(=O)c3cc(S(=O)(=O)N4CCOCC4)cn3C)CC2)c1	8.0%[57.1 µM]	-13.4	-1.0%	-13.2%	0.5	1.1%	0.5%	-8.1%	-6.9%
Cn1nc(-c2ccc(C(=O)Nc3cccnc3)cc2)c2ccccc2c1=O	6.5%[57.1 µM]	-3.1	-4.3%	3.0%	-0.4	-0.9%	0.3%	-14.1%	-2.2%
COc1ccc(OC)c(CN2CCN(C(=O)c3cccc(S(=O)(=O)N(C)c4ccccc4)c3)CC2)c1	·	2.9	-2.7%	-1.5%	5.4	-1.3%	·	-18.2%	14.6%
Cc1noc(C)c1COc1cccc(C(=O)N(C)Cc2nc3ccccc3c(=O)[nH]2)c1	6.3%	-3.4	-3.1%	-7.0%	-1.6	-3.2%	-1.3%	-16.2%	3.3%
Cc1cc(C)c(OCCN2C(=O)NC(C)(C)C2=O)c(Cl)c1	-5.0%	0.0	-1.6%	-5.5%	-4.2	-0.9%	0.4%	-6.1%	1.6%
COc1ccc(CCN(C)C(=O)/C=C/c2c(Cl)nc3ccccn23)cc1OC	9.6%[57.1 µM]	-5.1	-4.6%	-24.4%	-1.6	4.5%	6.7%	-18.3%	-4.3%
CCOc1ccc(S(=O)(=O)NCCC(=O)NCC(c2ccc(OC)cc2)N2CCCC2)cc1 (centres undefined)	3.0%	-0.2	-2.5%	0.2%	0.9	0.1%	1.2%	-20.7%	-9.8%
Nc1nc(-c2ccccc2)c(-c2ccccc2)s1	-2.7%	-1.8	2.2%	3.3%	0.9	1.0%	2.1%	-13.9%	4.8%
Cc1ccccc1OCc1nnc(SCC(=O)Nc2c(C)n(C)n(-c3ccccc3)c2=O)n1-c1ccccc1	6.5%[57.1 µM]	-16.6	0.0%	2.5%	3.4	1.4%	0.2%	-8.3%	-4.6%
Nc1nonc1C(=Nc1ccccc1)NO	-1.7%	-2.0	-1.0%	-12.3%	1.9	2.1%	-1.2%	6.4%	-3.7%
Cc1ccc(NC(=O)CN(C)C(=O)c2cc(-c3ccccc3)nn2-c2ccccc2)cc1	-5.7%	-1.7	-0.8%	1.4%	2.0	1.0%	1.2%	-11.4%	-8.4%
C/C(CCc1ccc2c(c1)OCO2)=N\N=C1\NC(=O)CC(C(=O)Nc2ccc(C(=O)O)cc2)S1 (centres undefined)	-12.7%	-7.9	-0.5%	-1.0%	-4.1	-6.2%	·	-1.8%	0.0%
Cc1cccc(-n2c(N)cc(=O)nc2SCC(=O)Nc2ccccc2)c1	15.0%	1.6	2.8%	-15.6%	0.3	0.6%	0.7%	-5.1%	-1.2%
CC(=O)c1cc2c(cc1C)CCCC2(C)C	-11.9%	-6.7	-4.8%	0.6%	-5.2	4.2%	·	-11.2%	-4.3%
O=C(NCc1ccco1)C1CCN(c2ccc(N3CCOCC3)nn2)CC1	53.3%[activator]	-3.6	-2.4%	-2.8%	-7.3	0.0%	2.0%	-13.0%	-3.9%
O=C(c1cc(COc2ccc(F)c(F)c2)on1)N1CCSCC1	2.4%	-5.8	3.9%	0.5%	-4.1	-3.4%	0.2%	-5.8%	1.7%
CCc1ccccc1NC(=O)C1(S(=O)(=O)c2ccc(Cl)cc2)CC1	-1.5%	-4.4	-4.6%	-2.1%	-0.6	0.1%	5.6%	-22.5%	-3.7%
CCOc1ccc(-n2c(=O)c3c(C)c(C)sc3n(Cc3ccccc3C)c2=O)cc1	6.1%	-9.7	·	·	5.3	·	5.1%	-22.5%	·
CC1=C(C(=O)NCc2ccccc2)C(c2cccs2)NC(=S)N1 (centres undefined)	1.2%	-5.7	-2.3%	2.5%	1.2	2.1%	-0.2%	-9.3%	-11.7%
COc1cccc(C(c2nnnn2C2CCCC2)N2CCN(C/C=C/c3ccccc3)CC2)c1OC (centres undefined)	·	-3.6	-1.3%	·	-1.6	-0.4%	·	·	·
C=CCn1c(SCC(=O)Nc2c(C)cccc2C)nnc1-c1ccncc1	8.3%	-3.1	-4.0%	0.0%	8.4	2.5%	4.1%	-4.2%	15.5%
